Peg3 promoter = inhibitors of Peg3 promoter. HeLa PEG-Prom luciferase reporter, luminescence, overnight. inhibition, % at 20 µM. hit rate 1.7% among 360,000. AID 588405;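 active = inhibition of at least 50% at 20 µM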
NR2E3 ag-1 = human photoreceptor-specific nuclear receptor agonism. Q9Y5X4. CHO-S Gal4-NCOR/VP16-NR2E3 two-hybrid, luciferase. inhibition of corepressor binding, % at 3.98 µM. hit rate 0.35% among 360,000. AID 602229;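 active = inhibition above the mean of all tested compounds plus 3 SD, cut at about 70% in these data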;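 also: 0% = DMSO with NR2E3 transfected cells and 100% = cells lacking NR2E3 construct; higher means lower luciferase signal from less NR2E3 corepressor binding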
Target sequence (Q9Y5X4 whole entry, looked up, the tested form may be a part): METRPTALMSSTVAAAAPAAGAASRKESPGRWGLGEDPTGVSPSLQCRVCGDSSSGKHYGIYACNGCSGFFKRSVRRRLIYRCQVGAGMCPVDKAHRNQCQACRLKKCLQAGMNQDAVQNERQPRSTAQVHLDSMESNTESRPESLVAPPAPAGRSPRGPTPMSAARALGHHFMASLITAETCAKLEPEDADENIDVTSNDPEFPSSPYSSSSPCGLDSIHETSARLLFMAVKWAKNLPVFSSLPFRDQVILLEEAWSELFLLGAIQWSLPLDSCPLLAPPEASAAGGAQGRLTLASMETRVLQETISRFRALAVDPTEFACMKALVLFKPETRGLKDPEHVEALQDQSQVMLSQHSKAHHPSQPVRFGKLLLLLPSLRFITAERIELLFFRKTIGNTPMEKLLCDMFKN
CF NFkB block = blocks PAF-induced NF-kB reporter in cystic fibrosis cells | hit rate 0.86% among 360,000 | AID 588850 | KKLEB NF-kB-GFP reporter, GFP fluorescence overnight | inhibition, % at 5 µM;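 active = at least 50% inhibition at 5 µM, scaled per plate between neutral and stimulator controls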;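 also: PAF is a Pseudomonas aeruginosa culture filtrate used as stimulus; plate controls were PAF-stimulated DMSO wells for no effect and unstimulated DMSO wells for full effect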
hiPSC survival = hiPSC single-cell survival enhancement. AID 602274. hit rate 0.044% among 360,000. survival enhancement, % at 20 µM. ATPlite luminescence; 100% = ROCK inhibitor wells, 0% = DMSO; in the data active = survival enhancement above about 18%;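 also: cells exposed to compounds for 16 hours before the ATP read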
NR2E3 ag-2 = activates human photoreceptor nuclear receptor NR2E3. Q9Y5X4. AID 2300. GST-NR2E3/biotin-RetCOR TR-FRET, 1536-well. inhibition of corepressor binding, % at 4.78 µM. hit rate 0.12% among 320,000;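 active = percent inhibition above the cutoff of mean plus 3 SD of all tested compounds, set per screening campaign, cut at about 20% in these data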;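 also: 0% = DMSO wells and 100% = biotin wells as full block of FRET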
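System: GST-tagged NR2E3 plus biotinylated RetCOR corepressor; Amount: 1.35 nM GST-tagged NR2E3 final; Dosing: single nominal compound dose of 4.8 µM; Schedule: 5 h incubation at 4 °C; Technique: TR-FRET with europium anti-GST and streptavidin-D2, 340 nm excitation; Controls: biotin wells as high control, 0.6% DMSO wells as low control.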
LMP1 NFkB inh = reduces LMP1-driven NF-kappaB luciferase signal; AID 504558; inhibition, % at 12.5 µM; hit rate 0.69% among 350,000; LMP1-induced NF-kappaB luciferase reporter cells, luminescence; in the data active = inhibition above about 41%;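 also: 0% = neutral control wells and 100% = reference inhibitor control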
TRAIL sens C8 = sensitizes caspase-8 expressing cells to TRAIL | NB7+C8 cells + TRAIL, ATPlite viability luminescence | inhibition (viability loss, TRAIL sensitization), % at 10 µM | hit rate 1% among 360,000;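 active = compounds causing at least 50% loss of cell viability in the single-dose screen, relative to plate controls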
MITF TRPM1 inh = MITF TRPM1 promoter inhibition in SK-MEL-5 cells; SK-MEL-5 TRPM1 promoter luciferase, 24 h; inhibition, % at 12.5 µM; hit rate 0.83% among 330,000; AID 488899;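 active = mean inhibition across replicates of 60% or more, whatever share of single replicates reaches that level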; also: values of inactives mirror those of a sister screen read the other way
KKLEB tox = CF airway cell cytotoxicity counter-screen; AID 602141; KKLEB CF airway cells viability, ATPlite luminescence, overnight; hits give low values; cells stimulated with P. aeruginosa culture filtrate; activity change (cytotoxicity), % at 5 µM; hit rate 0.36% among 360,000;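 active = corrected activity change at or below -50% at 5 µM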
Shn3 inh set2 = Schnurri-3 reporter inhibition in Clone20 osteoblasts | inhibition, % at 12.5 µM | hit rate 0.52% among 360,000 | Clone20 osteoblast Shn3 3'UTR firefly luciferase, 24 h | AID 588674;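 active = mean inhibition of at least 75% with every replicate also reaching 75%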;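 also: 0% = median of neutral control wells and 100% = pilot-screen positive control compound; some compounds past the cut are filed as inactive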
HIF-2a inh = HIF-2a inhibition; 786-0 RCC cells HIF-2a reporter, luciferase luminescence, overnight; inhibition, % at 18.8 µM; hit rate 0.72% among 360,000; AID 624352;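 active = inhibition of the luminescence signal of 40% or more relative to plate controls, in a single-dose primary screen at 18.75 µM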
The depositor's hits bear a star; nt = not tested or not shown. A portion of the library. The share of hits here may be higher or lower than overall.

SMILES | Peg3 promoter | NR2E3 ag-1 | CF NFkB block | hiPSC survival | NR2E3 ag-2 | LMP1 NFkB inh | TRAIL sens C8 | MITF TRPM1 inh | KKLEB tox | Shn3 inh set2 | HIF-2a inh
Cc1ccc(-n2nnc(-c3ccnc4ccccc34)n2)cc1 | -482 | -171 | 10 | -2.0 | 1 | -42 | 26 | -86 | -8 | -126 | -401
[2H]C([2H])(CCOS(N)(=O)=O)c1ccccc1 | 11 | -5 | -3 | 0.4 | 3 | -17 | -19 | -6 | 2 | 4 | 3
O=C1C2CC=C(Cl)CC2C(=O)N1c1ncn[nH]1 (configuration not stated) | -29 | 7 | 4 | 0.8 | 2 | -1 | -2 | 4 | 6 | 13 | 11
CCOC(=O)C1(P(=O)(c2ccc(Cl)cc2)c2ccc(Cl)cc2)CCC1 | -5 | -19 | 2 | -0.5 | 0 | 1 | -1 | -13 | 0 | -26 | 11
CN1CCN(C(=O)C2CCCCC2C(=O)O)CC1 (configuration not stated) | 9 | -19 | -12 | -1.3 | 3 | -9 | 0 | -12 | -13 | -20 | 9
CCC(C(=O)OC)n1cnc2c(nnn2-c2ccc(C)cc2)c1=O (configuration not stated) | -66 | 22 | 13 | 3.8 | 1 | -11 | -6 | nt | -10 | 5 | -24
C=CCN=C1N[C@@H](c2cccc(C(F)(F)F)c2)C(C(=O)OC)=C(C)N1CC | -10 | 8 | -17 | -3.6 | 4 | 5 | 14 | -1 | 3 | -4 | 1
CN(C(=O)C1CCOC1)c1nnc(C2CCOC2)s1 (configuration not stated) | 14 | -5 | -1 | 8.6 | 2 | -3 | 6 | 5 | 1 | 4 | 11
CN1C2=C(C#N)C(c3ccccc3)(C(F)(F)F)NC(=O)N2c2ccccc21 (configuration not stated) | 15 | 6 | 14 | 3.6 | 3 | -1 | 9 | -3 | -1 | 9 | 23
COc1ccccc1NC(=O)Cc1nc(=O)[nH]c(=O)[nH]1 | 9 | -13 | -16 | -0.3 | nt | -5 | -8 | nt | 1 | 7 | 2

Whole records, quoted from the list. Values in the order: Peg3 promoter	NR2E3 ag-1	CF NFkB block	hiPSC survival	NR2E3 ag-2	LMP1 NFkB inh	TRAIL sens C8	MITF TRPM1 inh	KKLEB tox	Shn3 inh set2	HIF-2a inh
`CN(C(=O)C1CCOC1)c1nnc(C2CCOC2)s1` (configuration not stated) reads 14	-5	-1	8.6	2	-3	6	5	1	4	11
`CCC(C(=O)OC)n1cnc2c(nnn2-c2ccc(C)cc2)c1=O` (configuration not stated) reads -66	22	13	3.8	1	-11	-6	nt	-10	5	-24
`C=CCN=C1N[C@@H](c2cccc(C(F)(F)F)c2)C(C(=O)OC)=C(C)N1CC` reads -10	8	-17	-3.6	4	5	14	-1	3	-4	1

Following part
SMILES | Peg3 promoter | NR2E3 ag-1 | CF NFkB block | hiPSC survival | NR2E3 ag-2 | LMP1 NFkB inh | TRAIL sens C8 | MITF TRPM1 inh | KKLEB tox | Shn3 inh set2 | HIF-2a inh
O=C(O)C1C=CC(C(=O)O)c2ccccc21 (configuration not stated) | 5 | 14 | 6 | 7.8 | nt | -15 | -8 | nt | -8 | 2 | 11
Cc1nnc(Cc2ccco2)c2n[nH]c(C)c12 | -3 | -10 | -28 | -1.1 | nt | 1 | 1 | nt | 5 | -24 | 4
O=c1ccn(Cc2ccc(F)cc2)c2ccnc(C(F)(F)F)c12 | 2 | -33 | 9 | -0.1 | -5 | 9 | 14 | 17 | -4 | 13 | 17
COc1ccc(CN(CC(=O)NC2CCCC2)C(=O)CN2C(=O)COc3ccccc32)cc1 | -5 | -36 | 2 | -0.7 | 0 | -2 | -4 | 1 | 2 | -12 | 10
O=Cc1ccc(OCc2nnsc2Cl)cc1 | 12 | -26 | -8 | 3.6 | 1 | -4 | 6 | -1 | 1 | -4 | -5
CN1C(=O)CC(N2CCN(Cc3ccc(Cl)cc3)CC2)C1=O (configuration not stated) | 3 | 1 | -4 | -3.4 | 3 | 4 | -19 | 13 | 12 | -1 | 12
COc1ccc(OC)c2c1sc(=NC(=O)C1CC1)n2C | 6 | -8 | -14 | -0.9 | -2 | -4 | -17 | 21 | -9 | 13 | 8
O=C(/C=C/c1ccccc1Cl)Nc1ccc2c(c1)C(=O)NC2=O | -16 | -8 | -15 | -2.4 | 0 | 8 | 15 | nt | 8 | -14 | -21
COc1cccc(NC(=O)CN(C)C(=O)CSCC(=O)Nc2ccc(C)cc2)c1 | -22 | -4 | 8 | 0.8 | 5 | -7 | -11 | -1 | 6 | -8 | -33
CC(=O)O[C@H]1CC[C@@]2(C)[C@@H](CC[C@H]3[C@@H]4CC[C@H](C(C)O)[C@@]4(C)CC(=O)[C@@H]32)C1 (some centres not stated) | 9 | -8 | 22 | 6.0 | -1 | 7 | -9 | -12 | 4 | 7 | 11
Cc1ccc(CC(=O)NCC(c2ccco2)N(C)C)cc1C (configuration not stated) | 3 | -4 | -1 | 0.7 | 2 | -20 | -7 | -3 | -2 | -1 | 10
O=C(c1cccc([N+](=O)[O-])c1)N1CCOCC1 | 14 | 4 | 4 | 3.3 | 0 | -1 | -5 | 10 | -5 | 11 | 16
CCC(=O)N(Cc1ccccc1)c1ccccn1 | 14 | -20 | 1 | 0.7 | 1 | -3 | 5 | -3 | -4 | -11 | 11
O=C(NCCNC(=O)c1ccc(Cl)cc1Cl)c1ccco1 | -5 | -4 | 4 | 0.1 | -2 | -2 | 0 | -2 | 5 | -35 | 6
CSc1nc(N(C)NC(=O)c2ccccc2)c2ccccc2n1 | 3 | -10 | 33 | 2.8 | 0 | 5 | -10 | 21 | -7 | 15 | 22
CC(C)CNC(=O)c1noc2c1CCCC2 | -51 | -14 | 16 | 1.8 | 3 | 0 | -7 | -13 | -8 | -25 | -31
CN(C)/C=C/C(=O)/C=C/c1ccc(Cl)cc1Cl | -217 | -2 | -32 | -2.0 | 0 | -6 | 5 | -88 | 20 | -26 | -208
Cc1ccc(C(=O)NCc2ccccc2F)cc1S(=O)(=O)N1CCCC1 | 5 | -9 | 6 | 0.1 | 1 | 1 | -6 | 12 | 7 | 5 | 6
O=C(CSc1nc2ccccc2c(=O)n1-c1ccccc1Cl)NC1CCS(=O)(=O)C1 (configuration not stated) | -7 | -1 | -17 | -0.4 | 1 | -1 | 2 | 12 | 8 | 12 | 7
N#CCC(=O)Nc1ccc(C(=O)OCC(=O)NNC(=O)c2ccc(Cl)cc2)cc1 | -5 | -13 | 19 | 0.5 | 4 | -1 | -21 | -3 | 18 | -5 | 5
CN(C)S(=O)(=O)c1cccc(COC(=O)C2=COCCO2)c1 | -13 | -26 | -10 | -0.8 | -1 | -6 | -11 | 1 | 2 | -1 | -8
On1c(-c2ccccc2)nc2ccc(Cl)cc21 | -205 | -92 | 7 | -2.9 | -2 | -15 | 17 | -24 | 11 | -90 | -215
CC(C)CNC(=O)CSc1nc(-c2cccs2)cc(C(F)(F)F)n1 | 26 | -13 | 12 | 0.8 | 1 | 3 | 0 | -4 | 1 | -1 | 22
COc1ccc(S(=O)(=O)N2CCCC(C(=O)NCCc3ccccc3)C2)cc1 (configuration not stated) | 22 | -20 | 13 | -0.4 | 1 | -1 | 6 | 0 | 1 | 5 | 21
COc1ccc(C2=NOC(C(=O)NCc3ccco3)C2)cc1OC (configuration not stated) | 26 | -26 | 23 | -0.5 | 1 | 17 | 9 | 42 | -21 | -5 | 3
Cc1cc(C)cc(NC(=O)CCn2ccnc2C)c1 | 9 | 12 | 6 | -3.7 | 4 | -2 | -1 | 9 | -6 | 5 | 1
CC1(C(=O)Nc2ccc3c(c2)OCCO3)CCC(=O)N1CCOc1ccccc1 (configuration not stated) | -1 | 5 | -2 | 3.8 | nt | nt | 6 | nt | -22 | -5 | 5
CCCCN(C(=O)CSc1nnc2ccccn12)c1c(N)n(Cc2ccccc2)c(=O)[nH]c1=O | -13 | 3 | 6 | -0.3 | 0 | 0 | -4 | -11 | 8 | -6 | -4
O=C(CSCc1cnn(-c2ccccc2)c1-n1cccc1)NCc1ccc2c(c1)OCO2 | 24 | 10 | 26 | -2.7 | nt | 4 | 9 | 6 | -8 | 2 | -4
Cc1noc(C)c1COc1ccc(C(=O)N2CCN(S(=O)(=O)c3ccc(Cl)cc3)CC2)cc1 | 12 | -9 | 3 | 0.2 | 0 | -7 | 9 | 0 | -5 | 21 | 3
Cc1nc(NCC2CCCO2)[nH]c(=O)c1CCC(C)C (configuration not stated) | 5 | 6 | 12 | 2.9 | 1 | -7 | -6 | 0 | -4 | -2 | 6
Cc1oc(-c2ccccc2F)nc1CN1CCC(C(=O)NCCC2=CCCCC2)CC1 | 22 | -1 | 14 | -1.9 | 2 | 8 | -27 | 14 | -2 | 27 | -6
COc1ccc(C(=O)N/N=C/c2sc(=O)n(Cc3cccc(C(=O)O)c3)c2Cl)cc1 | 10 | 0 | -13 | 0.2 | 1 | -10 | 3 | -1 | 9 | -10 | 17
Cc1ccc(N2CCN(C(=O)C3CCC(=O)N(Cc4ccc(Cl)cc4)C3)CC2)c(C)c1 (configuration not stated) | 13 | 23 | 28 | -0.3 | nt | -1 | 4 | 14 | -23 | 24 | 18
Cc1cc(NC(=O)Nc2ccc(F)cc2F)n(C)n1 | 5 | -8 | 13 | 3.4 | 5 | 5 | -10 | -5 | -3 | 11 | 9
Cc1ccc(S(=O)(=O)NCC(c2ccc3c(c2)OCO3)N2CCOCC2)cc1 (configuration not stated) | 8 | -17 | -7 | -0.4 | 1 | 0 | -10 | 8 | 7 | 0 | 13
OC(CN1CCN(c2cccc(Cl)c2)CC1)c1ccccc1 (configuration not stated) | -5 | -5 | 3 | 0.1 | -1 | -6 | 2 | -5 | -2 | 7 | 1
CN1C(=O)NC(c2ccccc2)C2=C1CN(c1cccc(C(F)(F)F)c1)C2=O (configuration not stated) | 13 | 9 | -2 | 0.9 | 2 | -12 | -15 | 4 | -3 | 5 | 3
O=C(CCCN1C(=O)/C(=C/c2cccs2)SC1=S)Nc1cccc(C(=O)O)c1 | 9 | -19 | 9 | 1.5 | 3 | 9 | -2 | 2 | 8 | 14 | 8
CCOc1cccc2c1OC1(C)CC2NC(=O)N1c1ccc(OC)cc1 (configuration not stated) | 16 | -22 | 0 | 6.0 | 4 | 3 | -7 | -23 | 4 | 12 | 15
CCOC(=O)c1ccc(N2C(=O)CC(NC3CCN(C(=O)c4ccc(F)cc4)CC3)C2=O)cc1 (configuration not stated) | 1 | -8 | -8 | 4.1 | -1 | -6 | 1 | 11 | 4 | -2 | 12
CCCCCc1ccc(C2=NNC(=O)CC2)cc1 | -39 | -55 | -22 | 0.2 | 3 | -10 | -3 | -20 | 16 | -10 | -150
C=CCNC(=O)c1cccc(NS(=O)(=O)c2ccc(Cl)cc2)c1 | 18 | -24 | -2 | -0.7 | 4 | 5 | -9 | -4 | 6 | 15 | 21
NS(=O)(=O)c1ccc(NC(=O)CSc2nnc(COc3ccccc3Cl)n2C2CC2)cc1 | 4 | 15 | 16 | 2.0 | -2 | 3 | -6 | 6 | 4 | -13 | 7
CC(C)(C)C(=O)OC/C(N)=N/OC(=O)c1ccccc1 | 0 | -25 | -18 | 1.4 | -3 | -2 | -12 | -4 | 19 | -17 | 16
